Tb MetRS inh – T. brucei MetRS inhibitors, primary screen, biochemical, luminescence | purified T. brucei MetRS, ATP depletion, Kinase-Glo luminescence | 360,000 compounds, 0.4% hits | inhibition, % at 11.9 µM | methionyl-tRNA synthetase (Trypanosoma brucei brucei);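 active means inhibition above a per-plate cutoff of the control wells' mean inhibition plus 3 SD, cut at about 5.5% in these data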;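 further: 0% = DMSO wells median and 100% = median of wells with control inhibitor compound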
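Test system: purified T. brucei MetRS enzyme. Also added: ATP, methionine and E. coli bulk tRNA substrates. Compound: 11.9 µM single point. Schedule: 15 min enzyme-compound preincubation, 2 h reaction, 10 min detection, 25 °C. Signal: luciferase luminescence of residual ATP, Kinase-Glo. Evaluation: percent inhibition versus plate control medians. Controls: DMSO wells, low control.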
eLon inh – inhibitors of E. coli Lon protease, primary screen, biochemical, fluorescence polarization. P0A9M0. purified E. coli Lon protease. inhibition, % at 7.94 µM. 360,000 compounds, 0.42% hits; in the data active means inhibition above about 13%, passing the limit was not always enough;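 further: 0% = enzyme with probe and DMSO and 100% = no enzyme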
Target sequence (P0A9M0 whole entry, looked up): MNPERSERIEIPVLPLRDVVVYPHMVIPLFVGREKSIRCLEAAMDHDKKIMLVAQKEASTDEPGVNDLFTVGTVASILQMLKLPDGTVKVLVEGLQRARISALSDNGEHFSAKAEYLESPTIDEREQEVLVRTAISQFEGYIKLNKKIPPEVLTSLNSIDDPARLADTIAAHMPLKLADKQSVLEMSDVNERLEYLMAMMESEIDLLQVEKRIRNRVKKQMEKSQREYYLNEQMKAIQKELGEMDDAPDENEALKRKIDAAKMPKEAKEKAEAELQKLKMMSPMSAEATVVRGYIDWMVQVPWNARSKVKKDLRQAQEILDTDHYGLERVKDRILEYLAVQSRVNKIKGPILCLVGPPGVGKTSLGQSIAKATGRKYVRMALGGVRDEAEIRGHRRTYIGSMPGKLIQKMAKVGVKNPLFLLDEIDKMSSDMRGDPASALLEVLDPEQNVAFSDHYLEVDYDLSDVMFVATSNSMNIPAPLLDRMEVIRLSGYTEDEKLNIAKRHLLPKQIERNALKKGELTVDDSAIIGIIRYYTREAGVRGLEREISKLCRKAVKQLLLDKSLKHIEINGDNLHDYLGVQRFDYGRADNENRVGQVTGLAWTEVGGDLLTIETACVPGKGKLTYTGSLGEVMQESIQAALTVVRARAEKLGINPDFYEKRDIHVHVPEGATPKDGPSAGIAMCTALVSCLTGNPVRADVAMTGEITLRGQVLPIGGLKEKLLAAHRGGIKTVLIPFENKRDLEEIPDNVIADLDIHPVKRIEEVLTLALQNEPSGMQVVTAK
STEP inh – STEP phosphatase inhibitors, primary screen, biochemical, fluorescence intensity, uHTS; 360,000 compounds, 0.25% hits; inhibition, % at 20 µM; recombinant STEP, OMFP fluorogenic substrate; AID 588621, 2011;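 active means inhibition at 20 µM, scaled per plate between control wells, above about 37%, limit read from the data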;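 further: 0% = DMSO with enzyme and substrate and 100% = substrate only without enzyme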
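System: isolated STEP enzyme; schedule: 20 min enzyme reaction at room temperature, protected from light; medium: Bis-Tris buffer pH 6.0, 2.5 mM DTT, 0.005% Tween 20; signal: fluorescence, 480/540 nm; dosing: single compound dose of 20 µM, 1% DMSO final; also added: OMFP substrate, 25 µM final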
bovine MsrA act – bovine MsrA enzyme activators, primary screen, biochemical, absorbance, HTS; Methionine sulfoxide reductase A (Bos taurus); purified bovine MsrA, absorbance read-out; activation, % at 10.6 µM; 360,000 compounds, 0.3% hits; in the data active means activation above about 7.5%;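 further: 0% = vehicle and 100% = reference activator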
CendR NRP1 mod – modulators of CendR peptide binding to NRP-1, primary screen, biochemical, fluorescence polarization, uHTS; inhibition, % at 25 µM; Neuropilin-1 (Homo sapiens), O14786; 360,000 compounds, 0.85% hits; FAM-RPARPAR peptide binding to NRP-1;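 active means inhibition or corrected inhibition above about 18%, plus a signal ratio from 0.5 to 1.5, limit read from the data, passing the limit was not always enough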; further: strong numbers were not always called active
MsrA inh – bovine MsrA enzyme inhibitors, primary screen, biochemical, absorbance, HTS; 360,000 compounds, 0.75% hits; purified bovine MsrA, absorbance read-out; Methionine sulfoxide reductase A (Bos taurus); inhibition, % at 15.5 µM; in the data active means inhibition above about 4.5%;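 further: 0% = vehicle wells with enzyme and 100% = reference inhibitor wells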
LMPTP inh – LMPTP phosphatase inhibitors, primary screen, biochemical, fluorescence intensity, uHTS. recombinant LMPTP-A, OMFP fluorogenic substrate. inhibition, % at 20 µM. 360,000 compounds, 0.22% hits. AID 651560, 2012;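 active means compounds that cut the enzyme signal by at least half of the control window in the single-dose screen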;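 further: plate controls were DMSO wells with enzyme plus substrate for no effect and substrate without enzyme for full effect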
Target sequence (P24666 whole entry, looked up): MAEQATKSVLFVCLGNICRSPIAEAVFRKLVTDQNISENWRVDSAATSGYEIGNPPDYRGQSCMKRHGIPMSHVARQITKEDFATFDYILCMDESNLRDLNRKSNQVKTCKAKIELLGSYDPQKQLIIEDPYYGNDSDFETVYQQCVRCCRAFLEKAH
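Assay system: LMPTP-A, protein tyrosine phosphatase of low molecular weight / Medium: pH 6.0 Bis-Tris buffer with DTT and Triton X-100 / Schedule: 50 min enzyme reaction at room temperature, protected from light / Measured by: endpoint fluorescence intensity from OMFP dephosphorylation / Read-out basis: % inhibition relative to no-enzyme and uninhibited control wells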
SUMO1 PPI mod – modulators of SUMO1 protein-protein interactions, primary screen, biochemical, uHTS. 360,000 compounds, 0.33% hits. SUMO1 binding to a labelled peptide, TR-FRET, 1 h. inhibition, % at 20 µM; in the data active means inhibition above about 37%
Target sequence (P63165 whole entry, looked up): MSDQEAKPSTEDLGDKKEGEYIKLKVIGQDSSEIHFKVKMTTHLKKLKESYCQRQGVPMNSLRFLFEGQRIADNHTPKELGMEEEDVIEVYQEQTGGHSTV
DNMT1 inh – human DNMT1 methyltransferase inhibitors, primary screen, biochemical, molecular beacon, fluorescence, HinP1I cleavage, uHTS; DNA (cytosine-5)-methyltransferase 1 (Homo sapiens), P26358; inhibition (reported as % activation of signal), % at 10 µM; 360,000 compounds, 0.83% hits; AID 588458, 2011; in the data active means inhibition above about 50%
Scp-1 inhibitor – Scp-1 phosphatase inhibitors, primary screen, biochemical, colorimetric, uHTS; Carboxy-terminal domain RNA polymerase II polypeptide A small phosphatase 1 (Homo …; inhibition, % at 20 µM; 340,000 compounds, 0.88% hits; Recombinant Scp1, phosphopeptide, malachite green phosphate absorbance;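 active means inhibition above about 50% at 20 µM, limit read from the data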;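 further: plate controls were DMSO wells with enzyme for no effect and wells lacking enzyme for full effect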
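Material: truncated SCP-1 phosphatase (76-261aa) / Buffer or medium: 50 mM Tris acetate pH 5.5, 0.005% Tween-20, 10 mM MgCl2 / Compound dosing: one concentration, 20 µM, with 1.0% DMSO / Incubation: 45 min room-temperature reaction, 5 min colour, 30 min stabiliser / Detection: colorimetric free-phosphate detection, absorbance 630 nm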
An asterisk follows results filed as active; · = not tested or not shown. Compounds as they come. About 4.3% of those tested had a hit in this group.

STEP inh	CendR NRP1 mod	SUMO1 PPI mod	bovine MsrA act	Scp-1 inhibitor	Tb MetRS inh	DNMT1 inh	MsrA inh	LMPTP inh	eLon inh	Compound
4	11	3	-3	-14	0.1	-3	-1.2	5.5	-3	Cc1ccc(C(=O)O/N=C2\CCSc3ccc(C)cc32)cc1
3	-12	-4	3	-4	-0.3	-3	1.8	-0.7	-6	CCCCn1c(N)c(N(CCOC)C(=O)CN2C(=O)c3ccccc3C2=O)c(=O)[nH]c1=O
0	-18	0	-1	-8	0.2	16	-1.1	-1.0	-6	CC(=O)c1cccc(OCC(=O)N(CCC2=CCCCC2)c2c(N)n(Cc3ccccc3)c(=O)[nH]c2=O)c1
2	14	-7	-1	5	-0.1	0	0.3	-0.5	4	CC(C)CN(C(=O)COc1ccc([N+](=O)[O-])cc1)c1c(N)n(CC(C)C)c(=O)[nH]c1=O
0	-2	3	-1	0	-0.3	1	-0.6	-0.3	3	CCC(C)NC(=O)c1ccc(CNS(=O)(=O)c2ccc3c(c2)C(C)(C)C(=O)N3C)cc1 (stereo not drawn)
-2	0	-14	-2	-6	-0.4	0	-0.8	0.8	-1	CCOc1ccc(N2C(=O)C3CC(C)=C(C)CC3C2=O)c([N+](=O)[O-])c1 (stereo not drawn)
-6	-4	-4	-1	-3	-0.2	0	0.3	-1.0	-4	CCCCCC(=O)Nc1ccc(N2CCN(S(C)(=O)=O)CC2)cc1
-1	7	-21	-12	-4	-0.8	-2	1.6	-1.1	-1	COc1cc(/C=C/C(=O)c2ccc(C)c([N+](=O)[O-])c2)cc(OC)c1O
2	-6	0	-4	6	-0.6	-5	-1.4	0.6	-6	CCOc1ccc(CC2NCCc3cc(OCC)c(OCC)cc32)cc1OCC (stereo not drawn)
-3	3	8	4	-8	-0.1	-3	0.2	-1.2	-1	Cc1ccsc1CN(C)C(=O)CN1C(=O)NC2(CCCCC2C)C1=O (stereo not drawn)
-4	-1	6	-1	·	-0.1	-2	-0.1	-2.2	2	COc1ccc(OCCN2CCC(C(=O)NC(c3ccc(C)cc3)c3ccccn3)CC2)cc1 (stereo not drawn)
-1	-3	0	-3	7	-0.2	4	1.0	0.3	-6	Cc1cc(C)c(OCC(=O)NCC2COc3ccccc3O2)c(C)c1 (stereo not drawn)
0	1	4	-7	-1	-0.1	-1	-1.2	-1.1	3	COc1ccc(N(C(C)C(=O)N/N=C/c2cccnc2)S(C)(=O)=O)cc1 (stereo not drawn)
10	-1	-29	-2	-3	-0.2	-1	1.9	0.2	-12	CSc1cccc(N2CC(C(=O)NCCN3C(=O)S/C(=C\c4cccnc4)C3=O)CC2=O)c1 (stereo not drawn)
-2	17	1	-6	-5	-0.2	-1	0.6	-1.5	7	CC(CCN1CCN(c2ccccn2)CC1)c1ccccc1 (stereo not drawn)
0	10	-3	1	-9	-0.1	1	1.0	-1.6	-8	COc1cc(C(CC(=O)Nc2cccc(C)n2)N2Cc3ccccc3C2=O)cc(OC)c1OC (stereo not drawn)
-3	18	4	-1	-2	-0.7	1	0.7	0.1	2	Cn1c(=O)[nH]c(=O)c2c1nc1n2CCS1
-2	-3	-3	-2	-1	-0.3	6	0.0	-1.2	-2	Cc1nnc(SCC(=O)Nc2ccc(N3CCN(S(C)(=O)=O)CC3)cc2)o1
6	3	1	-2	-6	-0.3	0	-0.4	-0.2	8	Cc1cc(C)c(Nc2ncccc2C(=O)O)c(C)c1
-2	9	2	-1	-12	-0.7	2	-0.8	-0.4	2	COc1cc(CN2CCC(C(N)=O)CC2)ccc1OCc1ccccc1
-1	-2	23	-9	-3	-1.8	-5	-0.1	0.6	-8	Cc1cc2oc(=O)cc(COC(=O)c3n[nH]c4ccccc34)c2cc1C
0	8	3	-8	-4	-0.4	3	-1.8	-0.7	-2	CCOC(=O)C1=C(COC(=O)CCOc2ccc(C)cc2)NC(=O)NC1C (stereo not drawn)
-3	3	1	-3	3	-0.5	38	1.5	-0.5	-1	CC(C)Nc1nnc(SCc2cc(=O)n3ccsc3n2)s1
-3	-8	0	-2	-2	-0.5	-1	0.7	-1.4	-5	Cc1ccc(NC(=O)[C@H](Cc2ccccc2)NC(=O)[C@@H]2Cc3ccccc3CN2)c(C)c1
3	6	-3	-1	-12	-0.8	-11	0.1	2.9	2	COc1cc(/C=C/C(=O)Nc2cc(C(F)(F)F)ccc2Cl)cc(OC)c1OC
5	2	3	0	-3	-0.3	-2	-1.3	1.8	15	O=C(CCc1c[nH]c2ccccc12)OCC(=O)N1CCN(S(=O)(=O)c2ccccc2)CC1
0	4	1	-2	1	-0.1	-1	0.1	0.2	1	O=C(Nc1ccccc1)N1CCCC(CNS(=O)(=O)Cc2ccccc2)C1 (stereo not drawn)
7	-5	2	-13	-2	-1.4	3	-1.2	-2.2	-1	CN(C)c1cc[n+](CC(=O)Nc2cc(C(F)(F)F)ccc2Cl)cc1
-2	-3	3	-1	-5	-0.6	-1	0.2	-2.2	-2	CCOC(=O)CC(NCc1ccc(OC)c(OCC)c1)c1ccc(C)cc1 (stereo not drawn)
0	-44	0	-3	-10	-1.3	1	0.1	-2.2	-28	COc1ccc(NC(=O)Nc2nnc(Cc3ccc(F)cc3)s2)cc1

The results go on.
STEP inh	CendR NRP1 mod	SUMO1 PPI mod	bovine MsrA act	Scp-1 inhibitor	Tb MetRS inh	DNMT1 inh	MsrA inh	LMPTP inh	eLon inh	Compound
3	7	-1	-2	31	-0.3	35	2.7	0.1	3	CCN(CC)C(=O)CC(c1ccc2c(c1)OCO2)c1c(OC)cc(OC)c2ccc(=O)oc12 (stereo not drawn)
3	6	3	2	1	-0.1	1	-0.5	-3.1	-4	CCc1nnc(NC(=O)CCC(=O)NC2CCCCC2)s1
1	15	3	-6	-2	-0.4	1	1.5	-0.2	10	COc1ccc(S(=O)(=O)NNC(=O)Nc2ccc(C)cc2)c(OC)c1
-3	5	1	-3	-4	0.0	1	0.4	1.0	-5	CC(C)CN(C(=O)c1cc2ccccc2o1)c1c(N)n(CC(C)C)c(=O)[nH]c1=O
-4	-12	0	-4	-4	-0.6	2	-1.6	-2.1	-4	CCCOC(=O)NC1C(NC(=O)OCCC)N(C)C(=O)N1C (stereo not drawn)
0	5	1	-2	-3	-0.2	-2	0.2	-1.4	-7	Cc1ccc(C(=O)NN2C(=O)C3C4C=CC(C5CC45)C3C2=O)cc1 (stereo not drawn)
2	7	-31	-6	-3	2.0	3	0.6	1.5	-1	O=C(NCCNc1ccccc1[N+](=O)[O-])c1cc(F)c(F)cc1Cl
3	3	0	-2	3	-0.3	-1	-0.2	-2.3	-7	COc1ccc(-n2cnnc2SCC(=O)N2CCN(c3ccccc3)CC2)cc1
1	-78	-4	-2	-11	-0.2	0	2.6	-0.1	-24	CCOc1ccccc1NC(=O)c1cc(C(=O)c2cc(OC)ccc2O)coc1=N
3	-8	-1	-5	-7	-0.9	-1	0.6	1.4	-6	COc1ccc2c(c1)c(C(=O)CNc1nc(C)cs1)c(C)n2C
-2	-4	4	-2	·	-0.2	-7	0.3	-2.2	-3	COCOc1cccc(CN2CCC2(C)C(=O)Nc2ccc3c(c2)OCO3)c1 (stereo not drawn)
2	-12	-4	-3	-7	-0.1	0	-1.4	3.2	11	Cc1cc(C(=O)NP(=O)(N2CC(C)OC(C)C2)N2CC(C)OC(C)C2)c(C)n1C1CC1 (stereo not drawn)
1	1	3	-3	-7	-1.2	3	1.6	0.2	3	CC1CN(Cc2nc3ccccc3c(=O)[nH]2)CC(C)O1 (stereo not drawn)
0	-7	1	-5	-15	-0.2	-6	2.1	-0.4	-2	CC(C)c1ccc(CN(C(=O)c2cc3ccccc3oc2=O)C2CCS(=O)(=O)C2)cc1 (stereo not drawn)
2	0	4	-1	-6	0.3	0	0.4	-1.3	-2	CCC(C(=O)N1CCN(S(C)(=O)=O)CC1)c1ccccc1 (stereo not drawn)
52*	-1	18	-1	33	0.8	9	·	40	-4	O=C(Nc1ccc(C(F)(F)F)cc1)c1ccc(NC(=O)C2CCCO2)cc1 (stereo not drawn)
-2	4	10	0	-3	-0.1	-1	0.6	-1.3	-2	NS(=O)(=O)c1ccc(CNC(=O)c2cccnc2Cl)cc1
2	11	-11	0	-6	-0.6	-1	2.6	0.5	-4	COC(=O)/C(N=Nc1cccc(C(F)(F)F)c1)=C(\C)O
-3	4	-15	-2	-5	0.3	3	-0.9	0.0	1	Cc1cc(C)cc(NC(=O)CSc2nnc(NC(=O)C3CC3)s2)c1
14	-6	4	-1	-10	0.4	-7	-0.2	0.8	-1	CCn1c(C(=O)NC(C)c2ccc3c(c2)OCCO3)cc2sccc21 (stereo not drawn)
1	-91	1	-6	13	-0.5	42	6.4*	0.9	-15	COc1ccccc1/C=C/C1=NC(=C\C=C/c2ccccc2)/C(=O)O1
0	8	2	-3	-13	-0.5	1	-0.4	0.0	-10	O=C(Nc1ccc2c(c1)OCCO2)Nc1ccc2c(c1)OCO2
0	-2	6	1	-1	-0.6	0	-0.8	-0.5	-5	NC(=O)[C@@H]1CCCN1Cc1nc(-c2ccccc2)no1

With a hit mark in MsrA inh, of those listed so far:
STEP inh	CendR NRP1 mod	SUMO1 PPI mod	bovine MsrA act	Scp-1 inhibitor	Tb MetRS inh	DNMT1 inh	MsrA inh	LMPTP inh	eLon inh	Compound
1	-91	1	-6	13	-0.5	42	6.4*	0.9	-15	COc1ccccc1/C=C/C1=NC(=C\C=C/c2ccccc2)/C(=O)O1

Profiles from above.
CC(C)c1ccc(CN(C(=O)c2cc3ccccc3oc2=O)C2CCS(=O)(=O)C2)cc1 (stereo not drawn) as listed: STEP inh: 0; CendR NRP1 mod: -7; SUMO1 PPI mod: 1; bovine MsrA act: -5; Scp-1 inhibitor: -15; Tb MetRS inh: -0.2; DNMT1 inh: -6; MsrA inh: 2.1; LMPTP inh: -0.4; eLon inh: -2
CCN(CC)C(=O)CC(c1ccc2c(c1)OCO2)c1c(OC)cc(OC)c2ccc(=O)oc12 (stereo not drawn) as listed: STEP inh: 3; CendR NRP1 mod: 7; SUMO1 PPI mod: -1; bovine MsrA act: -2; Scp-1 inhibitor: 31; Tb MetRS inh: -0.3; DNMT1 inh: 35; MsrA inh: 2.7; LMPTP inh: 0.1; eLon inh: 3

Screening results: PubChem BioAssay, several laboratories
